# DT40 TDP1 CPT: DT40-hTDP1 cell growth loss with CPT; 12% of 420,000 active; chicken DT40 Tdp1-/-;hTDP1 cells + 20 nM CPT, ATP luminescence, 48 h; Potency, µM (doses to about 46.2 µM), for inactives: at the top dose activity change, negative = growth inhibition, hits mostly inhibitors; AID 686979; further: nearly all actives have a fitted effect of over 55% in size
#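 Chicken DT40 Tdp1-/- cells stably complemented with human TDP1 were seeded at 400 cells/well in medium containing 20 nM camptothecin, exposed to pin-transferred compounds, and grown at 37 °C for at least 48 hr. Viability was read as ATP luminescence.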
# TDP1 inh: TDP1 (human) enzyme inhibition; Q9NUW8; recombinant TDP1, AlphaScreen DNA substrate cleavage; Potency, µM (highest dose often 130 µM), inactives show top-dose activity change, negative = inhibition, actives largely listed as inhibitors; 0.28% of 350,000 active; further: nearly all actives have a fitted effect of over 40% in size
# Target sequence (Q9NUW8 whole entry, looked up): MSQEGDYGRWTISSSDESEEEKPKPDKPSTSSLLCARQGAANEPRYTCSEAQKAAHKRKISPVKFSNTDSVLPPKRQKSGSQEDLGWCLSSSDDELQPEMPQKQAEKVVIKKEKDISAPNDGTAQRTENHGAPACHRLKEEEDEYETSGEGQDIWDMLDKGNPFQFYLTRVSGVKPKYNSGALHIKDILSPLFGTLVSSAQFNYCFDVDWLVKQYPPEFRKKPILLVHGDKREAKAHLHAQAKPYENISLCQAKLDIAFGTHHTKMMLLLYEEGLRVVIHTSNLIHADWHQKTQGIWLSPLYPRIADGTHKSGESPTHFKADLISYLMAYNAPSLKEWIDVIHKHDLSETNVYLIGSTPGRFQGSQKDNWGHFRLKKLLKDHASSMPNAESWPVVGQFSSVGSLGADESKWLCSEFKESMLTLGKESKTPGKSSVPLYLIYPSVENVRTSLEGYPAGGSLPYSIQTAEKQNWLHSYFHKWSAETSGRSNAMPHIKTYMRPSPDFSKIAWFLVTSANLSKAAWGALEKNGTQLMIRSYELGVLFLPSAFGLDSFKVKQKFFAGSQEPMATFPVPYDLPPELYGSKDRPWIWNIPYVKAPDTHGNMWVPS
#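 Compounds were preincubated with Tdp1 (1 nM final) for 15 min at room temperature before substrate (15 nM final) started a 5 min reaction; beads (10 ug/ml final) were then added for 10 min before AlphaScreen detection.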
# DT40 TDP1 no CPT: qHTS for Inhibitors of human tyrosyl-DNA phosphodiesterase 1 (TDP1): qHTS in cells in absence of CPT; 15% of 420,000 active; DT40 Tdp1-/- hTDP1 cells, no CPT, ATP luminescence, 48 h; Potency, µM (top dose mostly 46.2 µM), without a hit: at the highest dose activity change, negative = growth inhibition, usual class: inhibitors; further: nearly all actives have a fitted effect of over 55% in size
#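 Cells were dispensed at 400 per well, compounds added by pin tool, plates incubated ≥48 hr at 37 °C, then CellTiter-Glo added for 30 min at room temperature before luminescence reading. Line: DT40 Tdp1-/- complemented with hTDP1; camptothecin omitted.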
# Starred values were filed as active, the others as inactive; ? = inconclusive; · = no result given; & = joins results of further samples; [ ] = remark or other dose. The call rests on the fitted dose curve; in most records, active means well fitted curve in the direction sought with a large enough effect; inconclusive means small, poorly fitted or top-dose-only effect, or another doubt; inactive means no such curve, though single readings can be large; an effect the other way counts as inactive or inconclusive. On the % scale 0 is the no-effect control and ±100 the full control effect; potency means the concentration at half of the fitted maximal effect.
SMILES,DT40 TDP1 CPT,TDP1 inh,DT40 TDP1 no CPT
O=C(/C=C/c1ccccc1)C1=C(O)C(=O)N(CCO)C1c1cccc([N+](=O)[O-])c1 (stereo not given),1%,-2%,-1%
Cc1ccccc1NS(=O)(=O)c1ccc(OCC(=O)NCc2ccccn2)cc1,12%,-5%,-3%
Nn1c(SCC(=O)N2CCOCC2)nnc1-c1ccco1,5%,5%,13%
CCOC(=O)c1ccc(NC(=O)Nc2nncs2)cc1,0.018µM*,·,0.0065µM*
COc1ccccc1CNC(=O)c1cn(C)c2ccc(S(=O)(=O)N3CCCC3)cc2c1=O,?,-4%,?
CCOc1ccccc1C(=O)OCC(=O)Nc1cccc(S(=O)(=O)NC2=NCCCCC2)c1,?,·,?
FC(F)(F)c1nnc2sc(-c3ccccn3)nn12,2%,3%,-16%
Cc1cc(Cl)cc(C)c1OCC(=O)O,-2%,4%,-9%
NC(=O)c1nsc(C(=O)N(CC(=O)NCc2ccc3c(c2)OCO3)C2CCCC2)c1N,11%,6%,-8%
CN1C(=O)CC[C@H]1c1cccnc1,9%,·,-11%
COc1ccc(NC(=O)N(C)[C@H]2C[C@H]3c4[nH]c5ccc(-c6ccc7c(c6)OCO7)cc5c4CCN3C[C@H]2[C@H](C)O)cc1,8.2µM*,·,10µM*
Cc1c(C(=O)OCC(=O)NCC2CCCO2)oc2ccccc12 (stereo not given),11%,0%,-20%
CN1CCN(C(=O)c2ccccc2Nc2ccc(SC(F)F)cc2)CC1,?,0%,16µM*
c1ccc(-c2nc3ccccc3c3nncn23)cc1,?,2%,?
Cc1c(CCO)c(=O)[nH]n1S(=O)(=O)c1cccc(C(F)(F)F)c1,-20%,4%,7%
CN(C)C(C)(C)C#CCCCCC#CC(C)(C)N(C)C,-4%,5%[56.1 µM],0%
CC(=O)Nc1cccc(C(=O)OCN2C(=O)c3ccccc3C2=O)c1,1%,3%,9%
CC(C)(C)n1nnnc1C(c1cccs1)N1CCCc2ccccc21 (stereo not given),?,-1%,?
CCS(=O)(=O)N1CCCC(C(=O)NCCc2ccccc2)C1 (stereo not given),-6%,0%,0%
CC(C)C(=O)Nc1nnc(Cc2ccccc2)s1,-1%,-1%,-27%
O=C(COC(=O)/C=C/c1cccs1)NC1CC1,-6%,0%,?
C=CCNC(=S)Nc1ccc(C)c(S(=O)(=O)N2CCCCC2)c1,-24%,1%,-10%
CCOC(=O)[C@]12CCCC=C1N(Cc1ccco1)C(=O)[C@H](CC(=O)NCC13CC4CC(CC(C4)C1)C3)C2,26µM*,·,?
COc1cc(-c2cc(NC(C)=O)c3ncc(-c4ccccc4)n3c2)cc(OC)c1OC,?,·,?
Cc1ccc(NC(=O)CSc2nnc(Cc3csc(C)n3)o2)cc1,0%,-8%,?
C=CCN(c1ccc(OC)cc1)S(=O)(=O)c1ccc(Cl)c(C(=O)OCC(=O)c2c(N)n(C)c(=O)n(C)c2=O)c1,?,·,?
COc1cc(NS(=O)(=O)c2ccc(NS(=O)(=O)c3ccccc3)cc2)nc(OC)n1,-12%,-2%,-5%
CC1CCN(C(=S)c2cccc(O)c2)CC1,-12%,-6%,-5%
COc1ccc(-n2nc(C(=O)NCC(=O)NCc3ccco3)c3ccccc3c2=O)c(OC)c1,-19%,5%,-14%
Cc1ccc(NC(=O)c2cnn(-c3ccccc3)c2C)cc1C,?,·,?
CCc1ccc(N(CC(=O)O)S(=O)(=O)c2c(C)noc2C)cc1,-15%,2%,1%
CCCC(c1nnnn1C1CCCCC1)N1CCN(c2ncccn2)CC1 (stereo not given),-18%,4%,?
C#CCOCCOCCOCCNc1nc(N2CCOCC2)nc(N2CCN(C(=O)[C@H]([C@@H](C)CC)n3cc([C@@H](N)Cc4ccc(O)cc4)nn3)CC2)n1,-7%,8%,-24%
Cc1cc(C)n(-c2nc3c(c(=O)[nH]c(=O)n3C)n2Cc2cccc(Br)c2)n1,?,5%,?
CC1(C(=O)Nc2cccc(Oc3ccccc3)c2)CCN1Cc1ccccc1Cl (stereo not given),?,·,?
CCN(CCCNS(=O)(=O)c1cc(-c2cc(C)no2)ccc1C)Cc1ccccc1,?,2%,?
Cc1ccc(Cl)cc1N1CCN(C(=O)CN2C(=O)CSc3c2c(C)nn3-c2ccccc2)CC1,?,3%,-21%
O=[N+]([O-])c1ccc(-c2ccn[nH]2)o1,?,0%,-29%
C=CCN(N=Nc1cccc([N+](=O)[O-])c1)c1cccc([N+](=O)[O-])c1,?,8%,-18%
C[C@H](NC(=O)c1nc[nH]c1C(=O)NC[C@@H](C)O)c1ccccc1,3%,·,-3%
CC(=O)Nc1ccc(Nc2ccc3c4c(cc(=O)n3C)-c3ccccc3C(=O)c24)cc1,-25%,9%,6.5µM*
COc1ccc(N(CCCN2C(=O)c3cccc4cccc(c34)C2=O)C(=O)c2cccnc2)cc1,?,7%,?
N#Cc1sc(NCc2cccc(Cl)c2)nc1Cl,10%,·,?
CCOC(=O)c1ccccc1NC(=O)Cn1c(=O)n(Cc2nc(-c3ccccc3)no2)c(=O)c2ccccc21,-26%,3%,-29%
Cc1cc(C)cc(NC(=O)Nn2cnnc2)c1,-2%,2%[56.1 µM],13%
O=C(O)Cc1ccc(-n2cccc2)cc1,13%,5%,7%
N#Cc1ccsc1NC(=O)CN1CCCCCC1,-27%,1%,?
Cc1nnc(SCC(=O)Nc2nnc(SCc3cccc(Br)c3)s2)s1,-24%,5%,-14%
N#Cc1ccc(NC(=O)CCc2ccc(S(=O)(=O)N3CCOCC3)cc2)cc1,-33%,6%,-7%
COc1ccc(-n2ncc3c2CC(C)(C)CC3NC(=O)c2ccnn2C)cc1 (stereo not given),?,3%,-23%
Cc1cccc(C(=O)N2CCC(=O)N([C@H](COCc3ccc(Cl)cc3)Cc3ccccc3)CC2)c1,?,6%,?
Nc1ncnc2c1cnn2C1CC(O)C(CO)O1 (stereo not given),15%,·,3%
COCCn1c(SCC(=O)Nc2ccccc2F)nc2c([nH]c3ccccc32)c1=O,2%,-2%,-12%
COc1ccc(-c2csc(NC(=O)CSCC(=O)Nc3cc(C)on3)n2)cc1,?,-1%,23µM*
COc1ccc(C(=O)N2CCC3(CCCN(c4ccncc4)C3)CC2)cc1,?,·,18µM*
C=CCn1c(=O)c2c(nc3n2CC(C)CN3CCc2ccccc2)n(C)c1=O (stereo not given),?,5%,?
CC(C)C(N)c1csc(NC(=O)Nc2cccc(Cl)c2)n1 (stereo not given),?,·,21µM*
CC(C)Oc1ccc(C(CCN)C2CCCCC2)cc1 (stereo not given),13µM*,·,8.2µM*
CSCCn1c(C(C)(C)C)cc(C(=O)O)c1C,15%,3%,3%
O=C(CSc1n[nH]c(=O)[nH]c1=O)c1cccc([N+](=O)[O-])c1,-6%,8%,-6%

# Some of the entries above, reformatted.
# Under each structure: DT40 TDP1 CPT | TDP1 inh | DT40 TDP1 no CPT
COCCn1c(SCC(=O)Nc2ccccc2F)nc2c([nH]c3ccccc32)c1=O
 : 2% | -2% | -12%
COc1ccc(-c2csc(NC(=O)CSCC(=O)Nc3cc(C)on3)n2)cc1
 : ? | -1% | 23µM*
COc1ccc(C(=O)N2CCC3(CCCN(c4ccncc4)C3)CC2)cc1
 : ? | · | 18µM*
C=CCn1c(=O)c2c(nc3n2CC(C)CN3CCc2ccccc2)n(C)c1=O (stereo not given)
 : ? | 5% | ?
CC(C)C(N)c1csc(NC(=O)Nc2cccc(Cl)c2)n1 (stereo not given)
 : ? | · | 21µM*

# Full records as entered above.
# Record of CSCCn1c(C(C)(C)C)cc(C(=O)O)c1C : DT40 TDP1 CPT: 15%; TDP1 inh: 3%; DT40 TDP1 no CPT: 3%
# Record of CC(=O)Nc1ccc(Nc2ccc3c4c(cc(=O)n3C)-c3ccccc3C(=O)c24)cc1 : DT40 TDP1 CPT: -25%; TDP1 inh: 9%; DT40 TDP1 no CPT: 6.5µM*

# (continued)
SMILES,DT40 TDP1 CPT,TDP1 inh,DT40 TDP1 no CPT
C=CCn1c(SCC(=O)C(C)(C)C)nnc1-c1ccccn1,-11%,5%,-15%
CCOc1ncccc1C(=O)OCC(=O)N1CCc2ccccc21,-29%,0%,-25%
COCc1cc(C)nc(NCCO)c1C#N,-8%,5%,-6%
CCOc1cccc(C2/C(=C(/O)c3ccc4c(c3)CC(C)O4)C(=O)C(=O)N2CCCn2ccnc2)c1 (stereo not given),-2%,4%,2%
Cc1ccc(-c2nc(SCCOc3ccccc3C)n3[nH]c(=O)cc3n2)cc1,23µM*,5%,26µM*
CCC[C@@H](CN1CCC[C@H]1CN1C(N)=NC[C@H]1CC(C)C)N1C[C@@H](Cc2ccccc2)N(CCCC2CCCC2)C1=N,10µM*,1%,12µM*
Cc1cccn2c(=O)c(C(=O)NCc3cccc(F)c3)cnc12,-3%,-1%,?
Cc1ccc(-c2csc3ncnc(SCC(=O)NCc4ccc5c(c4)OCO5)c23)cc1,?,1%,?
CC(=O)OC1CC(OC(C)=O)[C@]2(C)C(CC(=O)[C@]3(C)C2CC[C@@]2(C)C(C(=O)O)OC(=O)C4OC423)C1(C)C (stereo not given in full),6%,8%[56.1 µM],3%
COc1cccc(C(=O)C(CCC#N)c2ccccc2)c1 (stereo not given),-24%,·,?
CCOc1ccc2oc(C(=O)Nc3nccs3)c(C)c2c1,-26%,-9%,-20%
COc1ccc(Cl)cc1NS(=O)(=O)c1c(C)nc2sccn2c1=O,0%,·,-6%
CC(=O)c1cccc(NC(=O)c2oc(C)nc2C)c1,-7%,1%,1%
CCOc1ccc(CN2C(=O)c3ccccc3C2C(=O)NCC2CCCO2)cc1 (stereo not given),-5%,-1%,-6%
Cn1cc(CN2CCCC(CNC(=O)c3ccc4c(c3)OCO4)C2)c2ccccc21 (stereo not given),-29%,1%,?
CN(C)C(=O)NC1CCCCCCCCCCC1,?,1%,?
Cc1ccc(OCC(=O)Sc2ccc(C)cc2)cc1,-29%,2%,?
CCOC(=O)/C(C#N)=C1/C=CN(C)C(C)=N1,-7%,5%,5%
COc1ccc(C(=O)CC(=O)C(=O)Nc2c(C)cccc2C)cc1,21µM*,·,9.2µM*
CN1CCN(CC(=O)Nc2c(C#N)cnn2-c2ccccc2)CC1,12%,1%,10%
O=C1N(Cc2cccc(Cl)c2)C[C@@H]2C[C@@H](c3ccsc3)N3CCC[C@@]123,-21%,·,?
O=C(Nc1ccnn1C1CCN(Cc2cc(Cl)ccc2O)CC1)C1CC1,?,2%,-23%
CCCOc1ccc(C(NC(=O)CC(C)C)NC(=O)CC(C)C)cc1OC,?,3%,-1%
O=C(C[n+]1cc(Br)cc(Br)c1)c1ccccc1,8%&-16%,·,-25%&-18%
COc1ccc(OCCC(=O)OCC(=O)c2ccc[nH]2)cc1,7%,-5%,13%
COC(=O)[C@]1(C)CCC[C@@]2(C)C3CC[C@]4(OC(C)=O)C[C@@]3(CCC21)CC4=NO (stereo not given in full),16µM*,2%,16µM*
CCN(CC)C(=O)c1cccc(-c2csc(C(O)c3ccc(F)c(F)c3)n2)c1 (stereo not given),23µM*,·,?
CS(=O)(=O)c1ccc(C(=O)N(Cc2ccccc2)c2ccccc2)cc1,?,1%,?
COC(=O)Cn1cc(C(=O)C(F)(F)F)c2ccccc21,14%,-2%,7%
CCOc1ccc2[nH]c(=O)c(CN(CCCN3CCOCC3)Cc3nnnn3Cc3ccc(OC)cc3)cc2c1,?,0%,21µM*
COc1ccccc1OCC(=O)Nc1ccc(S(=O)(=O)Nc2cc(C)nc(C)n2)cc1,-9%,5%,2%
CNS(=O)(=O)c1cn(CC(=O)N(C)Cc2ccccc2)cc1S(=O)(=O)NC,5%,·,4%
Cc1ccccc1Cn1nc(C)c(NC(=O)c2ccccc2)c1C,1%,3%,-25%
COCc1cc(C)nc2sc3c(c12)NC(c1ccc(O)cc1)N(c1ccc(C)cc1)C3=O (stereo not given),18µM*,-2%,18µM*
O=C(Nc1cc(NC(=O)c2ccccc2Cl)ccc1Cl)c1ccccc1,?,2%[12.3 µM],21µM*
CCN(CC)C(=O)Cn1cc(C(=O)C(=O)N2CC=C(c3ccccc3)CC2)c2ccccc21,-24%,8%,-21%
CCN(C[C@H]1N[C@@](CC)(C(=O)OC)[C@H]2C(=O)N(Cc3ccccc3)C(=O)[C@@H]12)C(C)=O,-7%,0%,-1%
CN1CCC(=NNc2ccc(S(=O)(=O)N3CCOCC3)cc2[N+](=O)[O-])CC1,-14%,7%,?

# Three compounds already listed, ordered by heavy-atom count, ascending:
SMILES,DT40 TDP1 CPT,TDP1 inh,DT40 TDP1 no CPT
O=C(Nc1cc(NC(=O)c2ccccc2Cl)ccc1Cl)c1ccccc1,?,2%[12.3 µM],21µM*
CNS(=O)(=O)c1cn(CC(=O)N(C)Cc2ccccc2)cc1S(=O)(=O)NC,5%,·,4%
CCOc1ccc2[nH]c(=O)c(CN(CCCN3CCOCC3)Cc3nnnn3Cc3ccc(OC)cc3)cc2c1,?,0%,21µM*
